tim10-1 inh: inhibits growth of tim10-1 mutant yeast; S. cerevisiae tim10-1 ts strain growth, BacTiter-Glo, 24 h; inhibition, % at 20 µM; actives 2.2% (n = 330,000); AID 463190;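 active = inhibition of at least 40%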;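 note: mutant grown at 25 °C; 0% = DMSO wells with yeast and 100% = wells holding no yeast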
A3G deaminase: inhibitors of human APOBEC3G DNA deaminase | recombinant A3G, ssDNA deamination FAM/TAMRA fluorescence | inhibition, % at 20 µM | actives 0.28% (n = 330,000);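 active = inhibition of at least 40% at 20 µM, with no more than 30% in the related APOBEC3A deaminase screen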;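 note: plate controls were DMSO wells with A3G for no effect and wells lacking A3G enzyme for full effect; some compounds called inactive have numbers as strong as hits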
TIM10 inh: growth inhibitors of TIM10 yeast strain | S. cerevisiae TIM10 strain growth, BacTiter-Glo luminescence, 24 h | inhibition, % at 10 µM | actives 1.4% (n = 330,000);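 active = inhibition of 40% or more at the single tested concentration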;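 note: wild-type TIM10 isogenic control strain grown at permissive 25 °C; 0% = DMSO yeast wells and 100% = minimal medium wells without yeast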
mIAP block: mouse IAP inhibition. inhibition, % at 10 µM. purified mouse IAP, CDP-Star luminescence, 30 min. actives 0.2% (n = 330,000);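 active = inhibition of at least 40% at 10 µM in the primary screen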;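 note: plate controls were DMSO with enzyme for no effect and no enzyme wells for full effect; values of inactives mirror those of a sister screen read the other way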
mIAP act: mouse IAP activation; muIAP, CDP-Star luminescence, 30 min; active compounds read high; 1 = vehicle-only enzyme signal, 0 = enzyme-free wells; activation factor at 10 µM; actives 0.24% (n = 330,000); AID 2805;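 active = activation factor of at least 2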; note: the source names both 10 and 20 µM as test concentration; values of inactives mirror those of a sister screen read the other way
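also added = chemiluminescent substrate CDP-Star | test system = mouse IAP enzyme | signal = chemiluminescence readout | compound = DMSO-dissolved test compounds | incubation = 30 min at room temperature | benchmarks = DMSO wells, no-enzyme wells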
NALP3 yeast inh: inhibitors of NALP3 inflammasome in yeast | inhibition, % at 10 µM | actives 0.39% (n = 330,000) | Yeast reconstituted NLRP3/ASC/caspase-1, beta-gal luminescence, 24 h;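 active = inhibition of 50% or more; inactive = inhibition below 50%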;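 note: plate controls were induced DMSO wells for no effect and uninduced yeast grown without galactose for full effect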
MIN6 prolif: inducers of beta-cell replication in MIN6 cells. MIN6 cells proliferation, ATPlite luminescence, 48 h; cells starved in 0.2% serum; 100% = growth in 10% serum. proliferation, % at 10 µM. actives 0.29% (n = 330,000);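 active = compounds whose signal lies at least 3.5 SD above the mean of all wells on their plate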;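 note: 0% = DMSO-treated cells in low-serum medium and 100% = 10% serum control; some compounds called inactive have numbers as strong as hits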
hIAP inh: human IAP inhibition | P09923 | purified IAP, CDP-Star luminescence, 30 min | inhibition, % at 10 µM | actives 0.12% (n = 330,000) | AID 2544;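 active = inhibition reaching a set limit with compound at 10 µM in the primary screen, cut at about 35% in these data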;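 note: plate controls were DMSO wells with enzyme for no effect and no-enzyme buffer wells for full effect; values of inactives mirror those of a sister screen read the other way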
Target sequence (P09923 whole entry, looked up): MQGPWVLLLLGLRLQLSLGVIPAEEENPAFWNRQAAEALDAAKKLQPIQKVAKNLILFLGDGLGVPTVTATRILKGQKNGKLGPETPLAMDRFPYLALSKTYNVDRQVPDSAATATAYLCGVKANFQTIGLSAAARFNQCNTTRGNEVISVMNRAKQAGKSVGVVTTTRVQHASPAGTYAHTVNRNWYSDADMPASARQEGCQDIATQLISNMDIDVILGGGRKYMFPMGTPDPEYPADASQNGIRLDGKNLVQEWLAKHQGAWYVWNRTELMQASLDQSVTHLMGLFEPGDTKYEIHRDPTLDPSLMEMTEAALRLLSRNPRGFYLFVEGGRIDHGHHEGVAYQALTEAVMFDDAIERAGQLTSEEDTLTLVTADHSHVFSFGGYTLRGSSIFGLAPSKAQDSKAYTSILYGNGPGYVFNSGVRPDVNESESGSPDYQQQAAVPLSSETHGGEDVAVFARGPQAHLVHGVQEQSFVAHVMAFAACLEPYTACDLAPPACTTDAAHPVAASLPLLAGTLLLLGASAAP
A3A deaminase: inhibitors of human APOBEC3A DNA deaminase; recombinant A3A, FAM/TAMRA ssDNA deamination fluorescence; P31941; inhibition, % at 20 µM; AID 493011; actives 0.41% (n = 330,000);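 active = at least 40% inhibition at 20 µM here, with at most 30% in a related deaminase screen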;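 note: plate controls were A3A with DMSO for no effect and wells lacking A3A enzyme for full effect; some results filed as inactive read as strong as hits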
Target sequence (P31941 whole entry, looked up): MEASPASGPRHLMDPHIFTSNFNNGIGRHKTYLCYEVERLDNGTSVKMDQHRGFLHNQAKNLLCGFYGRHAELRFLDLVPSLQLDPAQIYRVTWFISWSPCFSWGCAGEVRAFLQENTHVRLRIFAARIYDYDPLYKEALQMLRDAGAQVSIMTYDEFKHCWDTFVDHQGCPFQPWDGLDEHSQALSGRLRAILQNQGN
Starred values were filed as active, the others as inactive. Not a hit list. About 4.6% of those tested had a hit in this group.

What do the screens show for `Cc1cccc(OCC(=O)OCC(=O)c2c(N)n(C)c(=O)n(C)c2=O)c1`?
tim10-1 inh: 5; A3G deaminase: -3; TIM10 inh: -4; mIAP block: 4; mIAP act: 0.96; NALP3 yeast inh: 1; MIN6 prolif: 1; hIAP inh: 0; A3A deaminase: 9

How did O=C(Nc1cccc(C(F)(F)F)c1)C1CCCO1 (stereo not given) do in these assays?
tim10-1 inh: -8; A3G deaminase: -2; TIM10 inh: -18; mIAP block: -5; mIAP act: 1.1; NALP3 yeast inh: -5; MIN6 prolif: 2; hIAP inh: 2; A3A deaminase: -1

What do the screens show for `COc1ccc(OC)c(Nc2nc(-c3sc(C)nc3C)cs2)c1`?
tim10-1 inh: 24; A3G deaminase: -5; TIM10 inh: 20; mIAP block: -15; mIAP act: 1.1; NALP3 yeast inh: 18; MIN6 prolif: 1; hIAP inh: 7; A3A deaminase: -4

Results for CC[N+](CC)(CC)CCOc1cccc(OCC[N+](CC)(CC)CC)c1OCC[N+](CC)(CC)CC ?
tim10-1 inh: -3; A3G deaminase: 20; TIM10 inh: 2; mIAP block: 2; mIAP act: 0.98; NALP3 yeast inh: 7; MIN6 prolif: -1; hIAP inh: 0; A3A deaminase: 75*

What do the screens show for `Nc1ccn(Cc2cccc(Cl)c2)n1`?
tim10-1 inh: 12; A3G deaminase: -7; TIM10 inh: -3; mIAP block: -5; mIAP act: 1.1; NALP3 yeast inh: -7; MIN6 prolif: 0; hIAP inh: 4; A3A deaminase: 0

What do the screens show for `CCc1ccc2nc(NC(=O)C3CSC4(C)CCC(=O)N34)sc2c1` (stereo not given)?
tim10-1 inh: 31; A3G deaminase: -8; TIM10 inh: 14; mIAP block: 14; mIAP act: 0.86; NALP3 yeast inh: 16; MIN6 prolif: -2; hIAP inh: -11; A3A deaminase: 0

Results for CC(C)OC(=O)c1nn2c(C(F)(F)F)cc(-c3ccc(Br)o3)nc2c1Br ?
tim10-1 inh: 12; A3G deaminase: -11; TIM10 inh: 4; mIAP block: 14; mIAP act: 0.86; NALP3 yeast inh: 0; MIN6 prolif: 0; hIAP inh: 17; A3A deaminase: 2

What do the screens show for `CCc1ccccc1NC(=O)CN(C)Cc1nc(N)nc(Nc2ccccc2C)n1`?
tim10-1 inh: 17; A3G deaminase: -3; TIM10 inh: 7; mIAP block: -4; mIAP act: 1; NALP3 yeast inh: -11; MIN6 prolif: 0; hIAP inh: -17; A3A deaminase: -1

Results for CCOC(=O)CNC(=O)C1(/C=C/c2ccccc2)CC(=O)N1c1ccc(C)cc1 (stereo not given) ?
tim10-1 inh: 14; A3G deaminase: -9; TIM10 inh: 21; mIAP block: -4; mIAP act: 1; NALP3 yeast inh: 24; MIN6 prolif: 1; hIAP inh: -9; A3A deaminase: -4

Results for CCc1ccc(Nc2n[n+](-c3ccccc3)c(-c3ccc(OC)c(Br)c3)s2)cc1 ?
tim10-1 inh: -34; A3G deaminase: -12; TIM10 inh: 11; mIAP block: 18; mIAP act: 0.82; NALP3 yeast inh: 18; MIN6 prolif: -3; hIAP inh: 12; A3A deaminase: -2

Results for CCCn1c(CN2CCN(C(=O)OCC)CC2)nc2cc([N+](=O)[O-])ccc21 ?
tim10-1 inh: 32; A3G deaminase: -1; TIM10 inh: 30; mIAP block: -9; mIAP act: 1.1; NALP3 yeast inh: -2; MIN6 prolif: -2; hIAP inh: 6; A3A deaminase: -1

Results for Cc1cc(C)c(NC(=O)CSc2nnc(CN3CCOCC3)n2C)c(C)c1 ?
tim10-1 inh: 9; A3G deaminase: -3; TIM10 inh: -12; mIAP block: 3; mIAP act: 0.97; NALP3 yeast inh: 8; MIN6 prolif: 0; hIAP inh: 14; A3A deaminase: 1

What do the screens show for `COc1ccc(-n2c(N)c(C(=O)NCc3ccco3)c3nc4ccccc4nc32)cc1OC`?
tim10-1 inh: 15; A3G deaminase: -6; TIM10 inh: 19; mIAP block: 9; mIAP act: 0.91; NALP3 yeast inh: 11; MIN6 prolif: -3; hIAP inh: 4; A3A deaminase: -2

How did O=C(CCc1nnc(CCCCc2ccccc2)o1)NCCCc1cccnc1 do in these assays?
tim10-1 inh: -5; A3G deaminase: -8; TIM10 inh: 7; mIAP block: 1; mIAP act: 0.99; NALP3 yeast inh: 12; MIN6 prolif: 2; hIAP inh: 2; A3A deaminase: 0

What do the screens show for `O=C1CN(S(=O)(=O)c2cccc(Br)c2)CCN1`?
tim10-1 inh: 8; A3G deaminase: -6; TIM10 inh: -1; mIAP block: -13; mIAP act: 1.1; NALP3 yeast inh: -1; MIN6 prolif: -3; hIAP inh: -19; A3A deaminase: -2

Results for Cc1cc(NS(=O)(=O)c2ccc(NC(=S)Nc3ccc(Cl)cc3C)cc2)no1 ?
tim10-1 inh: 18; A3G deaminase: -9; TIM10 inh: 18; mIAP block: 1; mIAP act: 0.99; NALP3 yeast inh: 14; MIN6 prolif: -4; hIAP inh: 10; A3A deaminase: -4

What do the screens show for `C/C(CCC(=O)O)=N/Nc1ccc([N+](=O)[O-])cc1[N+](=O)[O-]`?
tim10-1 inh: 3; A3G deaminase: -5; TIM10 inh: -3; mIAP block: -2; mIAP act: 1; NALP3 yeast inh: 5; MIN6 prolif: -2; hIAP inh: -5; A3A deaminase: -1

Results for CC(C)(C)NC(=O)CSc1ccc(C(C)(C)C)cc1 ?
tim10-1 inh: 10; A3G deaminase: -6; TIM10 inh: 9; mIAP block: 3; mIAP act: 0.97; NALP3 yeast inh: 14; MIN6 prolif: 0; hIAP inh: 0; A3A deaminase: -1

What do the screens show for `COc1ccc(/C=N/Nc2cc(C)nc3ccc(OC)cc23)c(OC)c1`?
tim10-1 inh: -2; A3G deaminase: 0; TIM10 inh: -12; mIAP block: 3; mIAP act: 0.97; NALP3 yeast inh: 22; MIN6 prolif: -5; hIAP inh: 10; A3A deaminase: 2

Results for COc1ccc(/C=C/C(=O)OCC(=O)NCCC2=CCCCC2)cc1OC ?
tim10-1 inh: 8; A3G deaminase: -11; TIM10 inh: 4; mIAP block: 3; mIAP act: 0.97; NALP3 yeast inh: 8; MIN6 prolif: -2; hIAP inh: -1; A3A deaminase: 3

What do the screens show for `C=CCn1c(NC(=O)c2ccc(Br)o2)c(C(=O)OCC)sc1=S`?
tim10-1 inh: 16; A3G deaminase: 25; TIM10 inh: 3; mIAP block: 16; mIAP act: 0.84; NALP3 yeast inh: 15; MIN6 prolif: -3; hIAP inh: -1; A3A deaminase: -2

Results for CC(OC(=O)/C=C/c1ccc2ccccc2n1)C(=O)N(C)c1ccccc1 (stereo not given) ?
tim10-1 inh: 35; A3G deaminase: -2; TIM10 inh: 43*; mIAP block: -4; mIAP act: 1; NALP3 yeast inh: 27; MIN6 prolif: 3; hIAP inh: 0; A3A deaminase: 0

What do the screens show for `COc1ccc(-c2cc(C(=O)N3CCCCCC3)c3cc(C)ccc3n2)cc1`?
tim10-1 inh: 40*; A3G deaminase: 0; TIM10 inh: 9; mIAP block: 8; mIAP act: 0.92; NALP3 yeast inh: 27; MIN6 prolif: -3; hIAP inh: 2; A3A deaminase: 1

How did CC1CCN(C(=O)CSc2nc3ncccc3[nH]2)CC1 do in these assays?
tim10-1 inh: 1; A3G deaminase: -6; TIM10 inh: 9; mIAP block: 3; mIAP act: 0.97; NALP3 yeast inh: 4; MIN6 prolif: -2; hIAP inh: -5; A3A deaminase: -5

How did O=C(OCC(=O)N1CCCC1)c1cccs1 do in these assays?
tim10-1 inh: 8; A3G deaminase: -6; TIM10 inh: -1; mIAP block: 5; mIAP act: 0.95; NALP3 yeast inh: 2; MIN6 prolif: 8.1*; hIAP inh: -2; A3A deaminase: -3

What do the screens show for `CC(=O)n1cc(Nc2ccc([N+](=O)[O-])cc2)c2ccccc21`?
tim10-1 inh: 4; A3G deaminase: -10; TIM10 inh: -20; mIAP block: 6; mIAP act: 0.94; NALP3 yeast inh: 7; MIN6 prolif: -3; hIAP inh: 18; A3A deaminase: 1

Results for COc1ccccc1NS(=O)(=O)c1cc(NC(=O)c2cccc(S(=O)(=O)N(C)C)c2)ccc1N1CCOCC1 ?
tim10-1 inh: 22; A3G deaminase: 0; TIM10 inh: 8; mIAP block: 2; mIAP act: 0.98; NALP3 yeast inh: 17; MIN6 prolif: -5; hIAP inh: 15; A3A deaminase: 3

Results for CCOC(=O)C(=Cc1ccc(-n2ccnc2)cc1)C(=O)OCC ?
tim10-1 inh: 73*; A3G deaminase: -9; TIM10 inh: 64*; mIAP block: 12; mIAP act: 0.88; NALP3 yeast inh: 49; MIN6 prolif: -4; hIAP inh: -6; A3A deaminase: 5

What do the screens show for `O=C(NCC(c1cccs1)N1CCOCC1)c1ccccc1NS(=O)(=O)c1ccc(Cl)cc1` (stereo not given)?
tim10-1 inh: 20; A3G deaminase: -5; TIM10 inh: 22; mIAP block: -11; mIAP act: 1.1; NALP3 yeast inh: -3; MIN6 prolif: -3; hIAP inh: 11; A3A deaminase: -4

Results for Cc1occc1C(=O)NNC(=S)NCc1ccccc1 ?
tim10-1 inh: -1; A3G deaminase: -2; TIM10 inh: -8; mIAP block: 8; mIAP act: 0.92; NALP3 yeast inh: 11; MIN6 prolif: -1; hIAP inh: -64; A3A deaminase: 1

How did C/C(=N\n1nnnc1Nc1ccccc1)c1ccc(N)cc1 do in these assays?
tim10-1 inh: 8; A3G deaminase: -1; TIM10 inh: -18; mIAP block: -6; mIAP act: 1.1; NALP3 yeast inh: 16; MIN6 prolif: -2; hIAP inh: -9; A3A deaminase: 1

What do the screens show for `O=C(CN1CCN(c2ccc(Cl)cc2)CC1)N1CCCC1`?
tim10-1 inh: 3; A3G deaminase: -6; TIM10 inh: 15; mIAP block: -4; mIAP act: 1; NALP3 yeast inh: 3; MIN6 prolif: 2; hIAP inh: -4; A3A deaminase: -3

What do the screens show for `Fc1ccc(CN2CCN3CCCC3C2C2CCCCC2)cc1F` (stereo not given)?
tim10-1 inh: 10; A3G deaminase: -9; TIM10 inh: -4; mIAP block: -2; mIAP act: 1; NALP3 yeast inh: 3; MIN6 prolif: -2; hIAP inh: -11; A3A deaminase: -5

Results for CCOC(=O)c1cnc(SC)nc1Oc1cccc(NS(=O)(=O)c2ccc(Cl)cc2)c1 ?
tim10-1 inh: 4; A3G deaminase: -1; TIM10 inh: 8; mIAP block: 10; mIAP act: 0.9; NALP3 yeast inh: 7; MIN6 prolif: -3; hIAP inh: 9; A3A deaminase: 6

Results for COc1ccc(/C=C/C(=O)C2CC2)cc1COc1c(C)cccc1C ?
tim10-1 inh: 16; A3G deaminase: -8; TIM10 inh: 6; mIAP block: 0; mIAP act: 1; NALP3 yeast inh: 18; MIN6 prolif: -6; hIAP inh: 19; A3A deaminase: -6

What do the screens show for `Cn1nccc1C(=O)N1CCN(c2ccc(F)cc2)CC1`?
tim10-1 inh: -3; A3G deaminase: -6; TIM10 inh: -30; mIAP block: -7; mIAP act: 1.1; NALP3 yeast inh: 11; MIN6 prolif: 1; hIAP inh: -3; A3A deaminase: -2

Compound activity (PubChem)
